# ER stress rescue – rescue of cells from ER stress-induced death, primary screen, 384-well, CSM14.1, thapsigargin, ATP luminescence (AID 1222); CSM14.1 thapsigargin-induced death rescue, ATP luminescence; higher % means a stronger effect; one-dose cellular ATP content (survival), % at 20 µM; EC50 in µM for titrated hits; 190,000 tested, under 10 active;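 active means EC50 below 50 µM in the dose-response confirmation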;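 further: death triggered by thapsigargin at about 15 µM added after 2 h compound pretreatment; cell ATP read after overnight thapsigargin exposure of roughly 18 to 22 hours; normalized against plate controls of thapsigargin alone and 5% DMSO vehicle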
# M1AAP inhibition – P. falciparum M1AAP inhibitors, biochemical, fluorogenic H-Leu-NHMec substrate, 1536-well (AID 1445) | recombinant M1AAP, H-Leu-NHMec fluorogenic kinetic assay; higher % means a stronger effect | Aminopeptidase N (Plasmodium falciparum (isolate 3D7)) | 220,000 tested, 0.42% active | one-dose inhibition, % at 30 µM; IC50 in µM for titrated hits;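 active means primary inhibition above the hit cutoff, then over 50% inhibition at one or more dose response concentrations, cut at about 23% in these data, passing the limit was not always enough; inconclusive means conflicting primary data, or primary hits not chosen for dose response; inactive means low primary inhibition, or under 50% at every dose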;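 further: plate controls were DMSO full reaction for no effect and no enzyme background for full effect; strong numbers were not always called active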
# Dynein cargo inh – inhibitors of GR-EGFP nuclear translocation, primary screen, dynein cargo transport inhibitor project, imaging, high-content, 3617.4 mouse cells | z-score, hits read low | 220,000 tested, 0.47% active | test concentration mostly 20 µM; stimulated with dexamethasone, 1 µM; active compounds read low;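 active means plate z-score of nuclear minus cytoplasmic receptor signal below a set negative limit, without overly bright fluorescence or cell loss, cut at about -3.5 in these data, passing the limit was not always enough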;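 further: z-score of nuclear minus cytoplasmic ring GR-EGFP intensity difference per well; some compounds called inactive have numbers as strong as hits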
#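 Buffer or medium: tet-free, stripped-serum medium; reagent: dexamethasone at 1.0 µM final, 30 min; incubation: 48 h induction, 1 h compound, 30 min dex at 37 °C; measured by: formaldehyde fixation, Hoechst nuclear stain, 10x automated fluorescence imaging; read-out: nuclear-to-cytoplasmic GR-EGFP distribution per well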
# Ins promoter up – insulin promoter activators in MIN6 cells, imaging, high-content screening, mouse beta cells; AID 1625, 2009; 190,000 tested, 0.3% active; MIN6 insulin promoter-GFP reporter; active compounds read high; z-score at 5 µM;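 active means z-score above 3 at 5 µM with at least 500 cells counted in the well; inconclusive means wells under 500 cells, flagged as cytotoxic or low count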
# M17LAP inhibition – P. falciparum M17LAP inhibitors, primary screen, biochemical, fluorogenic H-Leu-NHMec substrate, 1536-well (AID 1619); Leucine aminopeptidase (Plasmodium falciparum (isolate 3D7)); inhibition, % at 30 µM, or IC50 in µM where a hit was titrated; recombinant M17LAP, H-Leu-NHMec fluorogenic kinetic assay; higher % means a stronger effect; 220,000 tested, 0.38% active;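 active means compound inhibiting the enzyme by more than half at any dose during confirmatory dose-response retesting; inconclusive means strong single-dose inhibitors picked by rank but not retested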;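 further: plate controls were full reaction with DMSO carrier for no effect and no enzyme background for full effect; strong numbers were not always called active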
# K1F lysis inhibition – inhibition of K1F phage lysis, E. coli UTI89, bacterial capsule biogenesis inhibitors, alamar blue (AID 488966); 340,000 tested, 0.02% active; E. coli UTI89 K1F phage lysis, alamar blue, 2 h; higher % means a stronger effect; inhibition, % at 100 µM; hits with a dose series show IC50 in µM;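 active means phage lysis inhibition, versus mean bacterial control, above a set limit; inconclusive means no clear call, values can overlap the other calls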;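 further: capsule biogenesis inhibitors block K1F phage lysis so surviving cells raise fluorescence; higher fluorescence means more inhibition of phage lysis; actives were called in the ten point dose series up to 300 µM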
# bCat nuc transl – modulators of beta-catenin nuclear translocation, primary screen, imaging, HeLa cells, immunofluorescence, high-content | 190,000 tested, 0.3% active | nuclear translocation activity, % at 5 µM | AID 1665, 2009;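 active means nuclear translocation activity above 50% at 5 µM, with a well cell count of 50 or more; inconclusive means wells under 50 cells across six images, flagged as toxic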;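 further: per-cell ratio of nuclear to cytoplasmic median beta-catenin stain intensity; plate controls were DMSO negative control for no effect and GSK-3 inhibitor IX positive control for full effect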
#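 Test system: human HeLa cell line; Doses: 5 µM primary, 0.02–20 µM confirmation; Incubation: 24 h compound exposure, 37°C; Detection: beta-catenin immunofluorescence imaging with DAPI; Read-out: beta-catenin nuclear/cytoplasmic ratio, % activation.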
# MT stabilizer – microtubule stabilizers in HeLa cells, primary screen, imaging, high-content imaging | HeLa tubulin immunostaining HCS, 24 h; share of cells brighter than vehicle mean+2SD | % tubulin-high responders, % at 10 µM | 200,000 tested, 0.83% active;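 active means plate Z-score above 3 for both tubulin-high and condensed-nucleus cell shares, with cell loss under 80%, at 10 µM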;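 further: anti alpha tubulin signal scored within the nucleus-defined area of each cell; some results filed as inactive read as strong as hits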
# Autophagy mod – autophagy modulators in MEF cells, primary screen, imaging, high-content, MEF GFP-LC3. MEF GFP-LC3 puncta imaging; test concentration mostly 10 µM. calls only at 10 µM (by protocol). 190,000 tested, 0.98% active. AID 463193, 2010;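 active means percentage of spot-positive cells more than 3 SD above its plate mean, without a fluorescence outlier flag or 80% toxicity; inconclusive means no clear call, values can overlap the other calls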;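 further: spot-positive cell cutoff set from DMSO-treated cells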
# Dynein cargo inh cytoplasmic EGFP – further read-out of Dynein cargo inh, marked with its call; z-score; measured here: cytoplasmic GR-EGFP intensity; active compounds read high
# Dynein cargo inh nuclear GR-EGFP – recorded beside Dynein cargo inh, whose call it bears; z-score; measured here: nuclear GR-EGFP intensity;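 lower value marks the stronger effect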
# Dynein cargo inh cell count – also measured in Dynein cargo inh; calls as there; z-score; measured here: cell count per field
# Ins promoter up cell count – recorded beside Ins promoter up, whose call it bears; cell count; measured here: cytotoxicity, nuclei count;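 total cells summed across four imaged fields per well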
# bCat nuc transl cell count 5 µM – also measured in bCat nuc transl; calls as there; cell count; measured here: cell count, cytotoxicity flag
# MT stabilizer Hoechst-high % – further read-out of MT stabilizer, marked with its call; % Hoechst-high responders; measured here: nuclear condensation Hoechst responders;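 share of cells brighter than vehicle mean plus two SD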
# MT stabilizer cytotoxicity % – second read-out of MT stabilizer, no call of its own (marks repeat the call); toxicity, %; measured here: cytotoxicity by cell density;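 0% = mean cell density of plate MIN control wells and 100% = no cells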
# Autophagy mod cell loss 18 h – also measured in Autophagy mod; calls as there; toxicity, %; measured here: cell loss, nuclei count;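 cell loss after 18 h compound exposure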
# The depositor's hits bear a star; i = inactive; ? = inconclusive; · = not tested or not shown; & = joins results of further samples; [ ] = another dose, or the depositor's remark.
SMILES,ER stress rescue,M1AAP inhibition,Dynein cargo inh,Dynein cargo inh cytoplasmic EGFP,Dynein cargo inh nuclear GR-EGFP,Dynein cargo inh cell count,Ins promoter up,Ins promoter up cell count,M17LAP inhibition,K1F lysis inhibition,bCat nuc transl,bCat nuc transl cell count 5 µM,MT stabilizer,MT stabilizer Hoechst-high %,MT stabilizer cytotoxicity %,Autophagy mod,Autophagy mod cell loss 18 h
Cc1[nH]c2ccccc2c1C(=O)CSc1ccc(Cl)cc1,-0.3%,5.7%,-0.142,-0.293,-0.117,0.437,-0.46,1651,0.7%,-0.1%,-3.0,1117,2.3,1.9,2.9,i,-13.4
O=C(COc1ccccc1)Nc1ccc(OC(F)(F)C(F)F)c(NC(=O)COc2ccccc2)c1,-3.9%,-1.1%,0.239,-0.0419,0.827,1.83,·,·,7.4%,0.1%,-0.7,1220,2.5,1.4,6.0,i,30.0
O=C1Nc2c(ccc(Cl)c2Cl)C(=O)C1(F)c1ccccc1 (stereo unspecified),·,-3.3%,-0.729,-0.156,-0.487,0.667,-0.16,1090,4.8%,-0.3%,0.1,1295,·,·,·,·,·
Cc1ccc(C2=NC(C)(C)NC2=O)cc1,-1.0%,-3.5%,-0.827,-0.353,-0.605,1.09,-1.2,877,-1.3%,1.0%,·,·,0.9,1.8,8.0,i,-5.1
Cc1ccc(C(C)C)c(OCCCN2C(=O)NC(C)(C)C2=O)c1,-0.9%,0.8%,-0.578,-0.311,-0.294,0.923,-0.47,847,-0.2%,0.5%,·,·,1.2,1.4,24.3,i,-4.2
Cc1csc(NC(=O)c2cccc(S(=O)(=O)N3CCN(C)CC3)c2)n1,-2.6%,6.0%,1.1,-0.301,0.551,-1.25,0.71,1229,5.5%,6.7%,-1.7,1106,3.0,2.0,7.9,i,3.6
CCOC(=O)c1sc(=S)n(C)c1NC(=O)c1ccc(C(C)(C)C)cc1,·,12.9%,-0.809,-0.25,-0.364,0.246,-0.37,1070,16.8%,0.5%,1.0,1268,·,·,·,·,·
O=C(O)CC(NS(=O)(=O)c1cccc2nsnc12)c1ccc(F)cc1 (stereo unspecified),-0.7%,1.0%,-0.34,-0.209,0.185,0.272,0.98,1574,4.4%,1.1%,1.5,1442,2.8,2.2,8.0,i,1.1
O=C(/C=C/c1cn(CC(O)CN2CCCCCC2)c2ccccc12)c1cccs1 (stereo unspecified),0.7%,9.4%,5.47,6.19,5.99,-1.21,·,·,10.8%,0.5%[50 µM],4.6,1016,2.7,3.3,5.4,i,4.8
N=C1SCC(=O)N1c1nc(-c2ccccc2)cs1,-0.8%,4.6%,0.0941,-0.184,0.46,0.477,0.97,1631,5.3%,0.3%,0.5,1100,3.8,2.9,3.9,i,-23.1
CCOC(=O)c1c(NC(=O)c2cc(C)on2)c2cc([N+](=O)[O-])ccc2n1C,·,11.4%,1.9,-0.209,0.727,-1.01,0.43,1468,12.9%,·,-1.8,1109,·,·,·,·,·
N#CCc1ccc(OC(=O)c2cccnc2)cc1,·,-3.5%,-0.00404,0.184,-0.153,0.192,1.35,1438,-4.5%,-0.6%,1.0,1126,·,·,·,·,·
O=[N+]([O-])c1ncn(C23CC4CC(CC(C4)C2)C3)n1,·,-0.6%,-0.585,-0.272,-0.346,1.15,-0.25,1080,-19.3%,-0.6%,0.3,1385,·,·,·,·,·
CCOc1ccc(OCC)c(NC(=O)CCCN2C(=S)NC(C)(C)CC2C)c1 (stereo unspecified),-2.3%,1.0%,1.55,-0.152,0.852,-1.65,·,·,14.2%,0.9%,-0.3,1084,2.7,3.3,9.9,i,4.5
O=C(CSc1nnc(CN2CCCCCC2=O)n1-c1ccccn1)NCC(F)(F)F,-0.2%,8.1%,-0.429,-0.195,-0.049,0.341,·,·,-5.7%,4.5%,-1.4,789,2.2,2.5,8.6,i,6.1
COCCNC(=O)CSc1nc(-c2ccccc2)cs1,-2.2%,2.4%,-0.151,-0.228,0.15,1.01,0.27,1575,9.2%,1.7%,-0.9,1420,4.1,1.4,6.3,i,-3.4
CCOc1ccc(N(CC(=O)NCc2ccco2)S(=O)(=O)c2ccc(OC)c(OC)c2)cc1,·,4.2%,1.04,0.417,1.23,-0.501,-0.82,954,10.3%,5.5%,0.8,1033,1.8,1.1,65.1,i,-9.4
Cc1ccc(S(=O)(=O)N2CCN(S(=O)(=O)c3ccc(C)cc3)C3OCCOC32)cc1 (stereo unspecified),-0.4%,1.8%,0.334,-0.321,0.331,0.255,0.2,1204,3.8%,0.9%,-5.1,891,3.1,1.7,1.7,i,0.4
Cc1ccc(C(=O)NN2C(=O)/C(=C/c3cccn3C)SC2=S)cc1,1.0%,?,-0.602,-0.33,-0.572,1.28,0.59,1321,-4.2%,1.3%[50 µM],0.1,989,1.0,4.3,9.0,i,-3.6
O=Cc1ccc(N2CCCCCC2)cc1,-1.4%,11.9%,-0.134,-0.238,0.595,0.922,1.04,777,21.1%,1.0%,0.1,1025,2.1,2.1,4.3,i,7.7
COc1ccc(CN2CCC(C(=O)N(C)CCc3ccc(OC)c(OC)c3)CC2)c(OC)c1,·,16.1%,-0.825,-0.228,-0.158,0.709,-0.68,1291,15.7%,-0.8%,-0.1,1080,2.7,1.8,4.9,i,1.4
CC(=O)c1ccc(-n2c(=O)[nH]c(=O)c3c(N)c(C(=O)c4ccc(Cl)cc4)sc32)cc1,·,6.6%,-0.205,-0.0209,0.706,-0.598,-0.18,1151,-6.7%,0.2%,-0.6,1377,·,·,·,·,·
Cc1cc(N2CCOCC2)nc(N2CCOCC2)n1,-0.4%,-2.2%&1.0%,-0.402&-0.0232,-0.246&-0.209,0.399&0.157,-0.149&-0.244,-0.73&-0.2,1066&1452,3.3%&2.9%,3.0%,-0.3&0.4,1342&934,3.0,1.4,2.3,i,47.1
CC(=O)C(N=Nc1ccccc1)(Sc1nnc(-c2ccccc2)n1-c1ccccc1)C(C)=O,13.3%,1.1%,-1.72,-0.204,-1.15,3.02,·,·,0.3%,1.0%,·,·,2.9,2.0,2.0,i,12.1
O=C(O)c1c(Cl)nc2ccccn12,1.3%,-4.9%,-0.874,-0.331,-0.167,0.97,0.1,1223,-6.0%,-0.1%,-1.7,1118,7.7,2.0,5.9,i,20.4
Cc1cc(C)nc(NC(=O)c2cc(-c3ccc(C)s3)nc3ccccc23)c1,-0.6%,6.4%,-0.436,-0.308,-0.278,0.509,-0.12,1101,21.1%,1.2%[50 µM],3.2,513,2.1,2.1,3.6,i,0.0
O=C(O)CCCNC(=O)Cc1ccccc1,·,2.3%,1.25,-0.0869,1.83,-1.4,-0.17,1000,2.5%,1.8%,0.2,1309,·,·,·,·,·
COc1ccc(C(=O)Nc2cc(=O)n(C)c(=O)n2C)cc1OC,-2.5%,8.8%,-1.18,-0.195,-0.428,0.675,-0.21,1299,6.2%,-0.1%,-1.9,1050,4.6,2.7,6.8,i,12.5
O=C(NCCN1CCOCC1)c1cc2ccccc2o1,0.2%,6.7%,2.27,-0.0387,1.56,-1.87,-0.6,1100,0.7%,0.8%,·,·,1.5,1.4,7.3,i,-11.6
CCc1ccccc1NC(=O)Cn1nnc(-c2cccnc2)n1,1.4%,5.4%,0.000943,-0.156,0.328,-0.305,0.45,1162,-18.7%,-0.5%,0.8,1154,3.0,2.8,2.7,i,5.7
O=C(Oc1ccc(C(=S)N2CCOCC2)cc1)c1ccc(Br)cc1,0.5%,4.0%,0.148,-0.261,0.162,1.12,-0.21,1287,-9.3%,2.3%,1.5,533,1.5,1.9,10.8,i,7.8
COc1nc(C)c2cc(C)oc2n1,-1.3%,2.9%,-0.072,-0.242,0.635,0.523,-0.01,1337,20.0%,0.1%,-2.4,554,3.7,2.3,5.3,i,7.2
O=C(c1ccc(Br)o1)N1CCN=C1SCc1cccc(F)c1,2.0%,3.0%,-0.904,-0.175,-0.464,0.416,-0.63,1044,-1.9%,-0.5%,·,·,4.3,3.4,6.2,i,-1.9
O=C(Cn1cc(C(F)(F)F)ccc1=O)N/N=C/c1ccccc1O,·,1.5%,-0.867,-0.259,-0.524,1.03,-0.14,1039,7.3%,-0.8%[50 µM],-0.4,1339,·,·,·,·,·
N#CC1=C(N)Oc2n[nH]c(-c3cccnc3)c2C1c1ccc([N+](=O)[O-])o1 (stereo unspecified),-0.4%,10.9%,-1.48,0.226,-0.87,0.838,-0.35,1240,0.6%,0.5%,-2.1,1073,2.9,2.1,8.8,i,-12.0
CCN(CC)CCCNC(=O)CSc1nc(C)cc(C)n1,-0.7%,-1.0%,0.739,-0.3,-0.0147,-0.42,0.51,1237,-14.8%,-2.6%,-2.8,1143,3.8,2.2,13.3,i,-7.3
CCOC(=O)c1ccc(Nc2ncnc3c2cnn3C)cc1,1.5%,4.7%,1.45,-0.145,0.946,-1.43,0.05,1070,-9.4%,1.3%,-0.5,1152,1.3,2.1,4.1,i,-5.3
C=CCNC(=O)COc1ccccc1C#N,0.6%,0.4%,0.801,-0.319,0.86,-0.563,-0.5,1256,-0.2%,-0.1%,-0.2,1056,5.0,1.6,2.1,i,-12.6
